M1 PAM – human M1 muscarinic receptor positive allosteric modulators, primary screen, CHO-K1 cells, Fluo-8 calcium fluorescence, 1536-well | AID 588819, 2011 | Muscarinic acetylcholine receptor M1 (Homo sapiens), P11229 | 0.088% of 360,000 active | activation, % at 3 µM | CHO-K1 hM1, ACh EC20; 0% = ACh EC20, 100% = maximal ACh; in the data active means activation above about 19%, passing the limit was not always enough
Target sequence (P11229 whole entry, looked up): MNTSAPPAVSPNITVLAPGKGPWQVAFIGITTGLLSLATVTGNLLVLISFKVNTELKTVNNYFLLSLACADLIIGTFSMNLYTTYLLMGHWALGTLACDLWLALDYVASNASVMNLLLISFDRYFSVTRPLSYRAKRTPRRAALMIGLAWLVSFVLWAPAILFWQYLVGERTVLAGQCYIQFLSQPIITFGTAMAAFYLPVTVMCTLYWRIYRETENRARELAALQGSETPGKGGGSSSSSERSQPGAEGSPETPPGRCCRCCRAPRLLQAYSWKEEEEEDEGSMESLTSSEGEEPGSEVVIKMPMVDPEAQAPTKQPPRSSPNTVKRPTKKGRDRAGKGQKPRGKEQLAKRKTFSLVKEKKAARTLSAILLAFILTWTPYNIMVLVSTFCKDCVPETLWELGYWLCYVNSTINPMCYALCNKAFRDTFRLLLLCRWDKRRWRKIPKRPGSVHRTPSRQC
M4 ag – human M4 muscarinic receptor agonists, primary screen, CHO-K1 cells, Fluo-8 calcium fluorescence | Muscarinic acetylcholine receptor M4 (Homo sapiens), P08173 | AID 624127, 2012 | CHO-K1 hM4/Gqi5; vehicle 0%, full acetylcholine response 100% | 0.14% of 360,000 active | activation, % at 3 µM;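 active means activation above the run mean over all test wells plus 3 SD, cut at about 32% in these data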;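 further: peak over basal fluorescence ratio per well then scaled between controls; 0% = DMSO wells and 100% = acetylcholine at EC100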
M1 antag – human M1 muscarinic receptor antagonists, primary screen, CHO-K1 cells, Fluo-8 calcium fluorescence, 1536-well | inhibition, % at 3 µM | CHO-K1 hM1, ACh EC80 antagonist | AID 588852, 2011 | 1.3% of 360,000 active;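 active means percent inhibition above its own plate's cutoff, namely the mean of that plate's compound wells plus 3 SD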;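 further: peak over basal fluorescence ratio during 140 s after agonist addition; 0% = ACh EC80 plus DMSO and 100% = DMSO alone without agonist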
TAAR1 agonist – human TAAR1 agonists, primary screen, Fluo-8 calcium fluorescence, CHO RD-HGA16 cells; Trace amine-associated receptor 1 (Homo sapiens), Q96RJ0; vehicle wells 0%, saturating PEA agonist 100%; activation, % at 3 µM; 0.99% of 360,000 active;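 active means activation above the mean activation of all test compounds in the run plus 3 SD, cut at about 38% in these data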
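Test system: RD-HGA16 (CHO) cells co-expressing Gα16 and hTAAR1 / Benchmarks: DMSO vehicle as 0%, PEA at EC100 as 100% / Repeats: no replicates (n 1) / Measure: % activation from peak over basal fluorescence ratio, DMSO-to-PEA scaled / Timing: 17-24 h plating, Fluo-8 75 min 37 °C, 30 min RT / Technique: kinetic Fluo-8 calcium fluorescence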
M5 antag – human M5 muscarinic receptor antagonists, primary screen, CHO cells, Fluo-8 calcium fluorescence; CHO-hM5 cells, ACh EC80; inhibition, % at 3 µM; 0.59% of 360,000 active; AID 624040, 2012;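 active means inhibition above a per-plate cutoff, the mean of that plate's test compounds plus 3 SD, cut at about 27% in these data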;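 further: 0% = acetylcholine EC80 with DMSO and 100% = DMSO without agonist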
Target sequence (P08912 whole entry, looked up): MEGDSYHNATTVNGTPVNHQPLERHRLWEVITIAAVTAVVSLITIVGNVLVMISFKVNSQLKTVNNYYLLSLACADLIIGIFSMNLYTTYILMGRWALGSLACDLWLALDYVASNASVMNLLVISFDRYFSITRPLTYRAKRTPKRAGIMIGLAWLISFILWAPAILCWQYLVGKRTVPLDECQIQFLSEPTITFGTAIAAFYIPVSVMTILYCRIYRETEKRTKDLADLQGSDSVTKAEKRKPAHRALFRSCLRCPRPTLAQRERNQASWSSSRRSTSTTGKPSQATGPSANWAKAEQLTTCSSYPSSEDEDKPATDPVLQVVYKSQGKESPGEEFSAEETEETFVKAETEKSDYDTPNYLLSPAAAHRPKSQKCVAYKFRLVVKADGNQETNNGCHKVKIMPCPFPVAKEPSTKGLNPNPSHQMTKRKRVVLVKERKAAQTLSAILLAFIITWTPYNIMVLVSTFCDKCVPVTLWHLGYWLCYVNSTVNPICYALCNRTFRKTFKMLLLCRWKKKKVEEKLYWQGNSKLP
M5 PAM – human M5 muscarinic receptor positive allosteric modulators, primary screen, CHO-K1 cells, Fluo-8 calcium fluorescence; Muscarinic acetylcholine receptor M5 (Homo sapiens), P08912; CHO-K1 hM5, ACh EC20 PAM; 0% = ACh EC20, 100% = ACh EC100; activation, % at 3 µM; 0.3% of 360,000 active; AID 624038, 2012;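 active means activation above the run cutoff, the mean activation of all test compounds plus 3 SD, cut at about 18% in these data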
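Probe or stimulus: acetylcholine, EC20 level; Assay system: human M5 receptor in CHO-K1 cells; Schedule: compound preincubation 140 s before EC20 acetylcholine addition; Technique: intracellular calcium via Fluo-8 fluorescence; Dosing: single-point, 3 µM nominal; Read-out basis: percent activation from peak-over-basal fluorescence ratio, scaled EC20-to-EC100 acetylcholine; Repeats: one well per compound, no replicates.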
M1 ag – human M1 muscarinic receptor agonists, primary screen, Fluo-8 calcium fluorescence, CHO-K1 cells, HTS; activation, % at 3 µM; AID 588814, 2011; 0.33% of 360,000 active; CHO-K1 hM1, agonist mode; 0% DMSO, 100% acetylcholine EC100;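 active means activation above the run's mean compound activation plus 3 SD, cut at about 16% in these data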;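 further: peak over basal fluorescence ratio within a 140 s kinetic read after compound addition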
M4 antag – human M4 muscarinic receptor antagonists, primary screen, CHO cells, Fluo-8 calcium fluorescence; 0.73% of 360,000 active; CHO-hM4 cells, ACh EC80; inhibition, % at 3 µM;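 active means inhibition above its plate's cutoff, the mean inhibition of sample wells plus 3 SD, cut at about 27% in these data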;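 further: 0% = acetylcholine EC80 with DMSO and 100% = DMSO without agonist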
M5 ag – human M5 muscarinic receptor agonists, primary screen, CHO-K1 cells, Fluo-8 calcium fluorescence | Muscarinic acetylcholine receptor M5 (Homo sapiens), P08912 | CHO-K1 hM5 cells; 0% DMSO wells, 100% maximal acetylcholine response | activation, % at 3 µM | 0.19% of 360,000 active | AID 624037, 2012;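 active means activation above the run's mean over test compounds plus 3 SD, cut at about 23% in these data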;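 further: signal is peak over basal fluorescence ratio across the kinetic read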
* = called active by the depositor; x = not tested or not shown. Not all compounds are listed; rates above refer to the full screens.

SMILES	M1 PAM	M4 ag	M1 antag	TAAR1 agonist	M5 antag	M5 PAM	M1 ag	M4 antag	M5 ag
Cc1ccc(NC(=O)Cc2ccc(-c3ccccc3)cc2)nc1	-3	1	10	-2	6	-6	-2	0	1
N#Cc1ccccc1OCC(O)CS(=O)(=O)c1ccccc1 (centres undefined)	9	3	-4	3	6	2	-1	-7	5
COc1ccc(CC(=O)Nc2nnc(C(C)C)s2)cc1OC	2	1	2	4	0	-1	-4	4	2
Cc1cc(C(=O)N/N=C2/CC(C)CC(C)(C)C2)c(C)o1 (centres undefined)	12	0	-8	10	-9	-4	-9	-4	-1
COc1ccc(C2CC(c3cccs3)=Nc3ccccc3S2)cc1 (centres undefined)	3	0	-11	0	-1	0	-5	5	5
CCC(C)n1c(=N)c(C#N)cc2c(=O)n3ccccc3nc21 (centres undefined)	4	1	-7	8	0	0	-6	3	-5
O=C(CCn1c(=O)oc2ccccc21)n1c(=O)oc2ccccc21	12	2	-18	0	-5	3	1	-4	-1
Cc1ccc(C)c(NC(=O)COC(=O)CCCN=C2NS(=O)(=O)c3ccccc32)c1	-5	2	-1	0	13	-6	-2	3	-3
COc1ccc(F)cc1S(=O)(=O)Nc1ccc2c(c1)OCO2	-1	1	2	2	2	5	-8	-1	-4
CCC(=O)N(c1nnc(SCC(=O)NN2C(=O)NC3(CCCCC3)C2=O)s1)C1CC1	8	1	-11	3	7	-2	-3	4	-1

In the list so far, these have four or more nitrogen atoms.
SMILES	M1 PAM	M4 ag	M1 antag	TAAR1 agonist	M5 antag	M5 PAM	M1 ag	M4 antag	M5 ag
CCC(C)n1c(=N)c(C#N)cc2c(=O)n3ccccc3nc21 (centres undefined)	4	1	-7	8	0	0	-6	3	-5
CCC(=O)N(c1nnc(SCC(=O)NN2C(=O)NC3(CCCCC3)C2=O)s1)C1CC1	8	1	-11	3	7	-2	-3	4	-1

Sorted by value in M5 ag (smallest number first): some entries from above
SMILES	M1 PAM	M4 ag	M1 antag	TAAR1 agonist	M5 antag	M5 PAM	M1 ag	M4 antag	M5 ag
CCC(C)n1c(=N)c(C#N)cc2c(=O)n3ccccc3nc21 (centres undefined)	4	1	-7	8	0	0	-6	3	-5
CCC(=O)N(c1nnc(SCC(=O)NN2C(=O)NC3(CCCCC3)C2=O)s1)C1CC1	8	1	-11	3	7	-2	-3	4	-1
N#Cc1ccccc1OCC(O)CS(=O)(=O)c1ccccc1 (centres undefined)	9	3	-4	3	6	2	-1	-7	5

Other structures follow:
SMILES	M1 PAM	M4 ag	M1 antag	TAAR1 agonist	M5 antag	M5 PAM	M1 ag	M4 antag	M5 ag
Cc1cccc(Nc2nc(N)nc(CN3CCN(c4ccccc4F)CC3)n2)c1	4	5	-8	5	2	-17	1	-8	-8
Cc1cc(C)n(-c2ccc(NC(=O)C3CCCCN3C(=O)c3ccoc3)cc2)n1 (centres undefined)	-3	2	2	4	-3	-4	-2	2	-4
O=C(CC1NCCN(Cc2ccccc2)C1=O)Nc1ccc(Cl)cc1 (centres undefined)	3	4	-2	2	2	3	0	-1	0
COc1ccc(CN(C)CC2CCCN(CCc3ccc(F)cc3)C2)cc1OC (centres undefined)	4	0	-14	-2	-8	-4	-9	4	-10
O=C1CC(C(=O)NC2CCCCC2)C2(CCCCC2)O1 (centres undefined)	9	0	-5	2	3	1	-3	-3	2
Cc1ccc(N(CC(=O)N/N=C/c2ccco2)S(=O)(=O)c2ccccc2)cc1	11	-1	-18	-2	-1	-1	-2	4	0
Cc1ccc(OC(C)C(=O)Nc2ccccc2C(=O)N2CCN(C)CC2)cc1 (centres undefined)	-5	12	5	9	11	-11	1	8	0
O=C(Nc1cccs1)Nc1ccc(F)cc1F	2	8	-4	39*	2	-5	1	1	7
Cc1ccccc1-c1nc(CN2CCC(C(=O)N3CCC(C(N)=O)CC3)CC2)c(C)o1	-4	0	7	0	0	-1	-6	-2	0
NC(=O)COc1cccc2cccnc12	9	3	-9	2	-4	4	-4	-9	4
CN(C(=O)c1cccc(NC(=O)Cc2ccc([N+](=O)[O-])cc2)c1)C1CC1	0	4	8	7	9	1	-8	4	1
COc1ccccc1N1CCN(CCCN2C(=O)C3CCCCN3C2=O)CC1 (centres undefined)	9	0	-12	1	-1	2	-4	0	-2
Cc1ccc(Sc2cc(C(F)(F)F)nc(N(C)C)n2)cc1	-2	1	10	11	1	0	-1	10	2
O=C(NC1CCS(=O)(=O)C1)c1ccc(S(=O)(=O)N2CCCCC2)cc1 (centres undefined)	5	1	-1	6	6	2	-3	0	-2
COc1ccc(N2CCN(C(=O)CN(c3ccccc3)S(C)(=O)=O)CC2)cc1	3	1	0	15	-2	0	-2	6	2
CCn1cc(CN(C)S(=O)(=O)c2ccc3ccccc3c2)c(C)n1	-3	9	10	3	16	-13	-3	12	6
COCCn1c(SCC(=O)Nc2cccc(F)c2)nc2c(c1=O)SCC2	1	1	-3	-3	8	-4	-3	5	-3
O=C(Nc1ccccc1C(=O)N1CCCC1)c1cccc(S(=O)(=O)N2CCCCC2)c1	5	2	-9	12	-2	-3	-4	10	2
CC1CCN(C(=O)/C(=C\c2ccco2)NC(=O)c2ccccc2)CC1	10	3	-11	0	1	7	-4	-5	-1
COc1ccc(CNC(=O)c2noc(C(C)C)c2[N+](=O)[O-])cc1	9	0	-14	1	-1	7	-5	0	-2
Cc1ccc(C(=O)NCCSC2CCCCC2)cc1S(=O)(=O)Nc1ccccc1	-5	6	-2	-2	-2	-6	-4	6	-2
COc1cc(/C=N/Nc2nc(N3CCCC3)nc(N3CCCC3)n2)ccc1OCc1ccccc1F	7	2	-15	1	-2	3	-3	-9	2
CCOc1cc(CNCc2ccccn2)ccc1OCC(=O)NC(C)(C)C	0	2	0	1	4	-2	-10	1	-1
O=C(CC(c1ccccc1)c1ccco1)Nc1nccs1 (centres undefined)	0	3	-8	-1	-2	-9	-3	-15	-4
CCN1C[C@@H]2[C@@H]3C(=O)N(Cc4ccccc4)C(=O)[C@@H]3[C@](CC)(C1=O)N2C(=O)c1ccc(C(C)(C)C)cc1	19	1	-23	3	6	7	-2	3	3
CCCCn1c(N)c(N(CCC(C)C)C(=O)c2cc(S(=O)(=O)N3CCOCC3)ccc2F)c(=O)[nH]c1=O	21*	0	-31	3	-4	-1	2	-20	1
COc1ccc(CN2C(=O)CSCC2(C)C(=O)Nc2c(C)cccc2C)cc1 (centres undefined)	x	3	x	1	3	-3	x	-14	0
O=C(NC(=S)Nc1ccc(S(=O)(=O)NC2CCCCC2)cc1)c1cccs1	-7	3	11	1	7	-11	-7	2	-5
CC(=O)NC(C)(c1ccccc1)c1nc(-c2csc3ccccc23)cs1 (centres undefined)	-1	4	-8	2	-2	0	-6	-20	-1
O=C1NC(=O)N(c2ccccc2)C1=O	12	2	-13	1	3	4	-2	-7	0
CCOC(=O)C1=C(C)Nc2sc(C(=O)c3ccc(C)cc3)c(N)c2C1c1ccc(C(=O)OC)cc1 (centres undefined)	-1	-1	3	0	-6	2	-7	8	-3
CCCN=C1CC(C)(C)CC(=O)/C1=C(/O)CCC	-4	0	11	10	3	-9	-6	2	-4
OC(c1ccccc1)(c1ccccc1)c1nccn1-c1ccccc1	5	0	-4	-2	15	5	-7	-6	-7
O=C(CCNC(=O)c1ccccc1Cl)NCC(c1ccc(F)cc1)N1CCOCC1 (centres undefined)	0	1	-2	3	3	-3	-2	3	1
CCOC(=O)Cn1nc(C)c(NC(=O)COc2ccc(OC)cc2)c1C	8	1	-14	0	1	2	-3	-5	1
COc1ccc(-c2nsc(C(=O)N(c3ccc(F)cc3)C(C(=O)NC3CCCC3)c3ccc(OC)cc3)c2N)cc1 (centres undefined)	14	0	-12	10	-9	3	-5	8	0
Cc1ccc(S(=O)(=O)/N=C(/Nc2c(C)n(C)n(-c3ccccc3)c2=O)c2ccccc2)cc1	3	1	1	0	-3	-1	-7	5	-2
COc1ccc(/C(O)=C2/C(=O)C(=O)N(CC3CCCO3)C2c2ccc(O)c(OC)c2)cc1 (centres undefined)	14	0	-8	2	6	7	-5	3	-3
CSc1nccc(Oc2cccc(C#N)c2)n1	1	0	-3	-1	-2	-1	-6	1	-1
O=S(=O)(Nc1nc2c(s1)CCCC2)c1ccc(Br)cc1	1	3	0	9	2	-7	-3	2	-5
N#Cc1nc(Cc2ccccc2)oc1N1CCN(c2cccc(Cl)c2)CC1	0	1	0	x	-9	-2	-6	-21	-4
CS(=O)(=O)N1CCN(c2ccccc2NC(=O)c2ccc(Cl)cc2)CC1	11	7	-19	2	1	-7	-3	-6	1
Nc1c2c(nc3ccccc13)N(C1CCCCC1)CC2	-1	0	-11	-2	-9	10	-7	6	-5
COc1ccccc1C(=O)NCC(=O)OCC(=O)Nc1cccc(S(=O)(=O)N2CCCCCC2)c1	9	9	-8	7	4	-4	-9	-10	-2
Cc1cc(C)cc(NC(=O)Nc2ccc3c(c2)N(C)C(=O)CS3)c1	-29	25	44*	7	18	-25	-2	-3	5
CCOc1ccc(OCC)c(NC(=O)C2CCCN(c3nc(C)cc(C)n3)C2)c1 (centres undefined)	-3	-3	0	x	3	1	-8	-7	-3
COC(=O)C1=C(C)NC2=C(C(=O)CC(C)(C)C2)C1c1cnn(C)c1C (centres undefined)	-4	9	5	2	6	-7	-6	-2	1
FC(F)(F)c1cc(CCN2C(=S)NC[C@@H]2Cc2ccccc2)cc(C(F)(F)F)c1	-5	12	4	7	3	-10	-4	15	-3
O=C(COC(=O)C1CC1)Nc1ccc2[nH]c(=O)[nH]c2c1	9	0	-13	1	-1	1	-2	-4	0
Cc1ccc(S(=O)(=O)N2CCCCC2)cc1C(=O)N1CCN(c2ccccn2)CC1	-1	5	2	2	18	-7	-2	2	3

More entries
SMILES	M1 PAM	M4 ag	M1 antag	TAAR1 agonist	M5 antag	M5 PAM	M1 ag	M4 antag	M5 ag
O=C(C1CCN(CC2CC=CCC2)CC1)N(CCc1ccccc1)Cc1ccccc1 (centres undefined)	-2	1	-5	2	5	-2	-7	1	-7
O=C(NCC1CCNCC1)c1ccncc1	1	1	1	4	-2	11	-2	6	-1
COc1ccc(C)cc1S(=O)(=O)Nc1ccc2c(c1)OCCO2	2	2	-9	1	0	-8	-8	4	-1
COc1ccc(-c2nc(CS(=O)CC(=O)NCCCN3CCOCC3)c(C)o2)cc1OC (centres undefined)	15	1	-9	1	2	-2	-1	4	-3
COc1ccc(C)cc1-n1nnnc1SCc1cc(=O)n2cc(C)ccc2n1	-8	13	16	12	16	-29	2	9	-2
CC(=O)Nc1ccc(OCc2cn(CC(=O)c3ccc(O)cc3)nn2)cc1	4	0	-13	0	1	-1	5	1	1
CCOc1cc(OCC)cc(C(=O)NCc2ccco2)c1	-2	1	5	0	3	5	-4	0	0

Screening results from PubChem BioAssay.
